Screening results from PubChem BioAssay.
PTAP TSG101 blk: blocks PTAP/TSG101 interaction to inhibit HIV-1 budding | Q99816 | Fluorescence polarization, FITC-PTAP peptide / Tsg101 binding | Potency, µM (titrated, usually from 115 µM), inactives show at the top dose activity change, negative = inhibition, usual class: inhibitors | 340,000 tested, under 10 active | AID 493005; active means well fitted inhibition curve with a large enough effect in the main read-out, with a control signal flat, not every such curve was filed as active; inconclusive means small, poorly fitted or top-dose-only effect, or effect the other way, or a change in a side signal; inactive means no such curve, though single readings can be large or run the other way; further: potency means the concentration at half of the fitted maximal effect; % of control where 0% means no effect
Target sequence (Q99816 whole entry, looked up): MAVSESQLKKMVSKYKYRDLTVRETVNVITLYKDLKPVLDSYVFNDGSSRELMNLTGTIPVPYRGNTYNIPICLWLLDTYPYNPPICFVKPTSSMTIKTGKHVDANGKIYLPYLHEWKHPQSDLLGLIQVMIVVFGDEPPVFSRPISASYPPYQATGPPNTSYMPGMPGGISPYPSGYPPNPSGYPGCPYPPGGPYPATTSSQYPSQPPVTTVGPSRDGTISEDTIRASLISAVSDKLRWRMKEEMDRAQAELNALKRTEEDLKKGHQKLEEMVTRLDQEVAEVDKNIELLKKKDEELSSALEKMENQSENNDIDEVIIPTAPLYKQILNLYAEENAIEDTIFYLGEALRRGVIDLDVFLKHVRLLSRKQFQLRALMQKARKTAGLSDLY
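Tsg101 binding domain (10 uM final) was mixed with compound and a FITC-labeled PTAP peptide (50 nM final) in HEPES pH 7.5 buffer with NaCl, Tween 20, EDTA and TCEP; fluorescence polarization was read after 20 min at r.t.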
ELG1 genotoxic: genotoxicity induction in ELG1-luciferase HEK293T cells; HEK293T ELG1-luciferase reporter, luminescence, 16 h; Potency, µM (series often up to 46 µM), for the others: at the highest dose activity change, positive = activation, actives largely listed as activators; 330,000 compounds, 1.3% hits; further: potency means the concentration at half of the fitted maximal effect; % of control where 0% means no effect; nearly all actives have a fitted effect of over 60% in size
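After overnight (16 hr) compound treatment at 37 °C, ELG1-luciferase HEK293T cells were lysed with ONE-Glo; luminescence quantified 30 min later at room temperature.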
uPA generation: blocks generation of uPA at the cell surface; cell surface uPA generation assay, qHTS; Potency, µM (highest dose often 38.3 µM), without a hit: top-dose activity change, negative = inhibition, usual class: inhibitors; 330,000 compounds, 0.31% hits; AID 540303; active means well fitted inhibition curve with a large enough effect; inconclusive means small, poorly fitted or top-dose-only effect; inactive means no such curve, though single readings can be large or run the other way; tested in mouse RAW 264.7 cells; further: potency means the concentration at half of the fitted maximal effect; on the % scale 0 is the no-effect control and ±100 the full control effect; nearly all actives have a fitted effect of over 55% in size
USP2a block: USP2a (human) protease inhibition; O75604; USP2 core, Ub-CHOP2 coupled fluorogenic reporter, 485/531; Potency, µM (doses to about 38.3 µM), for the others: top-dose activity change, negative = inhibition, hits mostly inhibitors; 330,000 compounds, 0.01% hits; AID 463254;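 further: potency means the concentration at half of the fitted maximal effect; plate controls were DMSO wells for no effect and full inhibition by NEM control for full effect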
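USP2 core (10nM final) preincubated 30min RT with compound in 20mM Tris-HCl pH 8.0, 2mM CaCl2, 2mM beta-mercaptoethanol, 0.05% CHAPS; 25nM Ub-CHOP2 plus 25nM reporter substrate added, fluorescence (Ex485/Em531) read after 60min.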
p53 reactivation: mutant p53 re-activation in reporter cells; H1299 p53-A138V BP100-luciferase reporter, luminescence, 24 h; Potency, µM (top dose mostly 92.2 µM), inactives show top-dose activity change, positive = activation, hits mostly activators; 320,000 compounds, 0.063% hits; further: potency means the concentration at half of the fitted maximal effect; % of control where 0% means no effect; nearly all actives have a fitted effect of over 45% in size
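H1299 (p53-null), stable ts p53-A138V + BP100-Luc; 1000 cells/well, Opti-MEM/10% FBS; cpd 4 pt, 1:5; 24 h, 37 deg C, 5% CO2; detection reagent 10 min RT; luminescence.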
BRCA1 expr up: increases BRCA1 expression. AID 624202. Potency, µM (series often up to 46.1 µM), inactives show top-dose activation, hits mostly activators. MCF7-BRCA1-FFLuc reporter, luminescence, 48 h; response scale: scaled: vehicle 0%, 10 µM genistein 100%. 380,000 compounds, 1.1% hits; further: potency means the concentration at half of the fitted maximal effect; nearly all actives have a fitted effect of over 80% in size; some results filed as inactive show a strong effect at the top dose
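Reporter cells (MCF7, BRCA1 promoter-firefly luciferase) received library compounds across a concentration series for 48 h. End-point luminescence was measured and concentration-effect curves derived after normalization.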
TRPV1 ag: agonists of human vanilloid receptor 1 (TRPV1); Q8NER1; TRPV1-expressing cells, Fluo-8 calcium influx, agonist mode; AID 540275; activation, % at 8.33 µM; 320,000 compounds, 0.19% hits; in the data active means activation above about 80%; inconclusive means between about 30% and that limit; further: 0% is about no effect
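Cells expressing TRPV1 were dye-loaded with Fluo-8 and read kinetically: 10 s baseline, 3 min after compound (agonist portion), then 2 min after EC20 capsaicin (allosteric enhancer portion). Calcium-bound dye fluorescence at 480/520 nm.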
Eya2 inh: blocks the phosphatase activity of human Eya2; recombinant Eya2, OMFP fluorescence dephosphorylation (OMFP is methylfluorescein phosphate); 330,000 compounds, 0.006% hits; Potency, µM (titrated, usually from 76.9 µM), without a hit: at the highest dose activity, negative = inhibition, most hits filed as inhibitors; O00167; further: potency means the concentration at half of the fitted maximal effect; on the % scale 0 is the no-effect control and ±100 the full control effect
Target sequence (O00167 whole entry, looked up): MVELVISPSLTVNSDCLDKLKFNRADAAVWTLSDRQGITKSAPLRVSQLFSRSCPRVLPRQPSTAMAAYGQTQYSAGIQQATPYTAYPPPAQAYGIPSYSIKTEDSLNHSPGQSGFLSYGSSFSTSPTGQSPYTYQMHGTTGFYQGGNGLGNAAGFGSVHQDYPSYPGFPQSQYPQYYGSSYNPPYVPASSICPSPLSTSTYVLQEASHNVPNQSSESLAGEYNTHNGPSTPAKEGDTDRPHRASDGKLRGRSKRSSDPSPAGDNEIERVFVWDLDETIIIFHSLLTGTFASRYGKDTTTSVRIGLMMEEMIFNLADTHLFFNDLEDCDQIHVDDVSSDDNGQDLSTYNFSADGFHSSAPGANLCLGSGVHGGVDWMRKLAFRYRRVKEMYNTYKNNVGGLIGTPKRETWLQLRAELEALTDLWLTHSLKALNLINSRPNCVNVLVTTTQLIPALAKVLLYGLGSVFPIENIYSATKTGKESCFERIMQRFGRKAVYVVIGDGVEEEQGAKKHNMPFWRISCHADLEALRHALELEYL
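Eya2 protein (added as 0.2 uM solution) was preincubated with compound for 10 min at ambient temperature in 50 mM HEPES pH 7.5, 50 mM NaCl, 5 uM MgCl2, 0.05% BSA, 1 mM DTT. OMFP (added at 50 uM) then reacted 10 min; fluorescence read at 485/525 nm.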
ASM inhibitor: human S-ASM enzyme inhibition. placental ASM, HMU-PC fluorogenic substrate, 60 min. Potency, µM (top dose mostly 57.5 µM), for inactives: top-dose activity change, negative = inhibition, hits mostly inhibitors. 340,000 compounds, 0.006% hits. AID 504937; further: potency means the concentration at half of the fitted maximal effect
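Steps: dispense placental human ASM, pin compound, wait 10 min at room temperature, add HMU-PC0 substrate at 9 uM final, incubate 60 min at 37 °C, add stop solution raising pH to 10, read fluorescence.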
Integrin act MD: activators of alpha7 integrin expression for muscular dystrophy. alpha7betagal myoblasts, beta-gal FDG fluorescence, 48 h. Potency, µM (doses to about 38.3 µM), inactives show at the highest dose activation, actives largely listed as activators. 350,000 compounds, 0.064% hits. AID 624291;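 further: potency means the concentration at half of the fitted maximal effect; 100% = response of the positive control SU9516; nearly all actives have a fitted effect of over 60% in size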
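alpha7betagal+/- myoblasts (passage 13, 250/well) treated 48 h at 37C with compounds at 1:260 dilution of DMSO stock. Lysed, then beta-galactosidase activity read as FDG fluorescence (ex 480/em 540) after 30 min, with pre-read for autofluorescence.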
B2AR arrestin: agonists driving beta-arrestin recruitment to human beta2-adrenergic receptor; P07550; beta-arrestin recruitment to beta2AR, cell-based reporter; 330,000 compounds, 0.02% hits; Potency, µM (top dose mostly 46.1 µM), for the others: top-dose activation, most hits filed as activators;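 further: potency means the concentration at half of the fitted maximal effect; 0% = DMSO controls and full agonism = EC100 isoproterenol or metaproterenol; nearly all actives have a fitted effect of over 65% in size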
An asterisk follows results filed as active; ? = inconclusive; . = not tested or not shown; [ ] = another dose, or the depositor's remark. Unless noted, the call rests on the fitted dose curve; in most records, active means well fitted curve in the direction sought with a large enough effect; inconclusive means small, poorly fitted or top-dose-only effect, or another doubt; inactive means no such curve, though single readings can be large; an effect the other way counts as inactive or inconclusive.

Fields: PTAP TSG101 blk | ELG1 genotoxic | uPA generation | USP2a block | p53 reactivation | BRCA1 expr up | TRPV1 ag | Eya2 inh | ASM inhibitor | Integrin act MD | B2AR arrestin
CCOC(=O)CSc1nnc(-c2c[nH]c3ccccc23)n1CC
    -1.3% | 1.6% | -7.8% | -4.8% | -3.8% | -1.9% | -0.9 | -1.8% | -4.0% | 0.0% | -0.1%
Cc1cccc([C@@H]2[C@@H]3C(=O)N(Cc4ccccc4)C(=O)[C@@H]3[C@]3(C)C(=O)N(c4cccc(F)c4)C(=O)N23)c1
    . | -0.9% | 1.6% | -1.6% | -8.6% | -14.3% | 3.0 | -6.9% | -3.2% | 11.3% | 0.5%
Cc1cnc(C(=O)OCc2ccc(COC(=O)c3cnc(C)cn3)cc2)cn1
    -1.3% | 0.6% | -0.8% | 1.9% | -2.4% | -0.3% | -2.7 | -1.5% | 3.5% | 31.9% | 0.1%
Cc1cc(S(=O)(=O)N2CCOCC2)ccc1NC(=O)c1ccc(F)cc1
    -0.3% | -2.5% | 2.9% | -0.9% | -3.4% | -17.7% | 4.5 | -9.3% | 3.8% | -5.5% | -0.2%
CCc1ccc(N(CC(=O)Nc2ccc(NC(C)=O)cc2)S(=O)(=O)c2ccccc2)cc1
    -1.5% | 1.5% | -3.1% | -0.5% | -9.0% | -22.0% | 27.6 | -4.5% | -3.4% | 0.6% | 10.2%
Cc1nc(N2CCOCC2)nc(N2CCCCC2)c1[N+](=O)[O-]
    -2.1% | 4.2% | 0.5% | -4.5% | -3.7% | -34.0% | 23.3 | -3.7% | -1.6% | -7.1% | 0.1%
CCCOc1ccc(C(C)=O)cc1CSc1nc(O)cc(=O)[nH]1
    -4.6% | 0.2% | 11.8% | ? | -0.5% | -22.9% | -3.5 | -17.7% | -4.5% | -16.6% | -1.1%
CC(CCO)Nc1nc2c([nH]1)c(=O)n(C)c(=O)n2C (stereo unspecified)
    -1.0% | -2.7% | 1.7% | 1.3% | 4.8% | 19.3% | 1.2 | -42.4% | 0.0% | 14.5% | 0.1%
Cc1ccc(C2(C)NC(=O)N(CC(=O)N(C)CC(=O)Nc3cccc(F)c3)C2=O)cc1 (stereo unspecified)
    -5.0% | 2.0% | 18.0% | 2.6% | -8.1% | -6.5% | -2.2 | 13.7% | 1.6% | 0.2% | -0.1%
O=C(O)c1ccc(Cl)c(NC(=S)NC(=O)c2ccccc2[N+](=O)[O-])c1
    1.1% | 1.3% | 2.3% | 0.4% | 10.5% | 65.7% | -3.5 | -1.7% | 1.4% | -12.3% | 0.1%
O=C(COc1ncnc2cc([N+](=O)[O-])ccc12)NC1CCCCC1
    -0.8% | -1.7% | 6.0% | -0.1% | 1.8% | -1.0% | 1.7 | 16.3% | 3.9% | 9.3% | -0.6%
CCOC(=O)c1c(C)oc2cc(Br)c(OC)cc12
    -1.5% | -3.2% | -0.7% | 1.9% | -0.1% | -5.7% | 1.5 | 10.0% | -2.5% | 6.6% | 0.2%
Cc1nn(CC(=O)NCCC2=CCCCC2)c(C)c1[N+](=O)[O-]
    -6.9% | 1.2% | -1.6% | -1.1% | -0.6% | 1.9% | 0.8 | 13.1% | -4.3% | -8.8% | 0.0%
C=C(c1ccccc1C)[n+]1ccccc1
    -0.4% | -7.9% | 1.7% | 1.8% | 14.1% | -10.3% | -2.8 | 2.1% | 0.1% | -31.3% | -1.3%
COc1ccc(OC)c(-n2c(-c3cc(-c4ccccc4)n[nH]3)n[nH]c2=S)c1
    0.5% | 10.7% | -5.4% | -4.9% | -6.2% | -15.8% | -3.9 | -1.1% | -11.4% | -7.4% | -0.8%
CC(C)C(=O)N1CCN(CCN2C(=O)c3cccc4cccc(c34)C2=O)CC1
    -3.1% | . | -1.1% | -1.6% | . | 41.4% | -2.1 | 9.2% | 0.6% | -17.0% | -0.4%
Cc1ccc2oc(-c3ccc(C)c(NC(=S)NC(=O)c4cccs4)c3)nc2c1
    -2.0% | 8.2µM* | ? | 3.8% | . | -8.8% | -4.3 | -4.4% | -3.2% | ? | 0.0%
COc1ccccc1NC(C)=[N+](C)CCNS(=O)(=O)c1ccc(Cl)cc1
    -0.6% | -6.6% | 4.1% | -1.8% | 21.1% | 0.0% | 0.5 | -9.2% | 0.6% | ? | -1.3%
C#CCOCCOCCOCCNc1nc(N2CCN(C(=O)[C@H](CCCCN)n3cc(CN)nn3)CC2)nc(N2CCN(C(=O)[C@H](CCCCN)n3cc([C@@H](N)[C@H](C)CC)nn3)CC2)n1
    -4.8% | 3.9% | 14.8% | 1.4% | -4.4% | 12.1% | . | 1.7% | 5.8% | 11.6% | -0.3%
CCOC(=O)CNC(=O)COc1coc(CN2CCN(c3ccccc3F)CC2)cc1=O
    0.2% | -2.7% | 1.5% | -0.5% | -2.4% | -1.6% | 2.2 | 5.3% | -0.5% | 4.6% | 0.0%
N#C/C(=C(/O)C(Cl)c1ccccc1)c1nc2ccccc2s1 (stereo unspecified)
    -6.6% | ? | 0.1% | -1.8% | -3.1% | 7.9% | 15.3 | 13.3% | -3.0% | 16.1% | 0.0%
Nc1c(C(=O)NCc2ccccc2)sc2nc3c(cc12)C(=O)CCC3
    -2.1% | 7.0% | 1.0% | 2.6% | -11.6% | 46.6% | -2.0 | -0.9% | -0.4% | 31.6% | -1.0%
COc1cc(CNCCc2ccccc2F)ccc1OCc1ccc(Cl)nc1
    0.5% | 4.9% | -5.5% | 2.3% | 0.9% | 15.5% | 4.1 | -6.4% | 0.1% | -58.2%[inhibitor] | -0.3%
C=CCOC(=O)Nc1ccc(Cl)cc1NC(=O)OCC=C
    -8.9% | 2.9% | 0.7% | 0.0% | -3.4% | 0.0% | 19.6 | 3.3% | -0.8% | 17.0% | -0.4%
CC(=O)c1ccc2c(c1)CCN2
    -0.1% | . | -10.6% | . | . | -4.9% | . | . | 6.6% | 2.0% | .
CC(C)(C)c1ccc(C2/C(=C(\O)c3ccc4c(c3)OCCO4)C(=O)C(=O)N2CCCN2CCOCC2)cc1 (stereo unspecified)
    -3.4% | 1.9% | -0.1% | 1.1% | -0.3% | 2.2% | 1.3 | 3.1% | 0.4% | -9.1% | 0.1%
Cc1ccc(Nc2nc(NCCCN3CCOCC3)nc(N)c2[N+](=O)[O-])cc1
    -0.5% | -0.6% | 17.8% | 2.5% | 5.8% | 7.1% | -1.5 | -0.8% | 6.0% | 7.1% | 0.1%
Cc1ccc(OCCN2CCN(C)CC2)c([N+](=O)[O-])c1
    -0.8% | -0.3% | -0.4% | 1.0% | -12.0% | -8.3% | -4.9 | 3.3% | -1.2% | -12.4% | -0.5%
C[C@]12C(=O)N(c3ccc(Br)cc3)C(=O)N1[C@@H]1c3ccccc3OC[C@@H]1[C@H]2c1ccccc1
    -1.3% | 0.9% | 2.2% | -1.2% | 11.8% | -7.9% | 1.3 | -0.2% | -2.0% | 31.1% | 0.2%
C[C@@H]1CN([C@H](C)CO)C(=O)c2cc(NC(=O)Nc3ccc(C(F)(F)F)cc3)ccc2O[C@H]1CN(C)S(=O)(=O)c1ccc(Cl)cc1
    0.8% | -7.5% | ? | -9.1% | 16.9% | -23.4% | . | -0.1% | -21.5% | 0.0% | -0.4%
Cc1cc(C(=O)CN2C(=O)NC3(CCCc4ccccc43)C2=O)c(C)n1Cc1ccco1 (stereo unspecified)
    . | ? | . | 1.0% | 9.7% | . | -1.7 | 5.9% | . | . | -0.2%
CCOc1ccccc1N(CC(=O)O)S(=O)(=O)c1ccc(C)cc1
    -3.8% | -0.8% | 1.2% | 1.7% | -1.2% | -8.1% | -0.6 | -0.6% | 5.3% | -7.7% | 0.1%
CCC(C)(C)NC(=O)C(c1cccn1C)N(C(=O)Cn1nnc2ccccc21)c1ccc(F)cc1 (stereo unspecified)
    -1.8% | 9.0% | 2.1% | 0.9% | -2.8% | 11.3% | 8.6 | -0.6% | 0.9% | -14.1% | -1.1%
CCn1c(CNC(=O)c2cccc(C)c2)nnc1SCC(=O)NC1CCCCC1C (stereo unspecified)
    -4.8% | -0.2% | -7.9% | -0.8% | 0.4% | -20.5% | 0.9 | 17.1% | 0.0% | 31.2% | -0.3%
C=CCNS(=O)(=O)c1sccc1/C=N/O
    -1.2% | -0.3% | -1.9% | -1.3% | -1.2% | 8.0% | -4.1 | 5.5% | 5.2% | 9.8%[7.66 µM] | -0.1%
